Sm TGR block = inhibitors of Schistosoma mansoni thioredoxin glutathione reductase | AID 485364 | Potency, µM (highest dose often 114 µM), inactives show at the top dose activity change, negative = inhibition, actives largely listed as inhibitors | Q962Y6 | purified TGR, DTNB reduction, TNB absorbance 405 nm | 360,000 compounds, 3% hits; note: potency is the fitted concentration of half-maximal effect; nearly all actives have a fitted effect of over 60% in size
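Kinetic colorimetric format: TGR-catalysed, NADPH-driven DTNB reduction monitored via TNB absorbance. Enzyme dispensed at 20 nM; compound exposure 15 min at room temperature before reaction start.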
HCV inhibitor = blocks hepatitis C virus | Huh7.5.1 HCVcc-Cre infection, luciferase reporter, 44 h | Potency, µM (doses to about 41.8 µM), without a hit: at the highest dose activity change, negative = inhibition, actives largely listed as inhibitors | 340,000 compounds, 3.4% hits | AID 651820; note: potency is the fitted concentration of half-maximal effect
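1,000 cells/well; 4 h culture; + compound; + HCVcc-Cre (~0.5 moi); 44 h; luciferase substrate, RT 15 min; read 15 sec.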
HCMV inh = blocks human cytomegalovirus replication | AID 1259415 | HFF cells, HCMV-luciferase reporter, 72 h; hits give low values | activity change, negative = inhibition, % at 57.5 µM | 410,000 compounds, 4.5% hits; in the data active = activity change below about -60%; inconclusive = no clear call, values can overlap the other calls; inactive = above about -39%
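After 16 h attachment at 37C, HFF cells received test compound and HCMV-luciferase (1 PFU/cell); reporter luminescence read 72 h later, data normalized against buffer-only and known inhibitor Salinomycin.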
AmpC inh detg = AmpC beta-lactamase inhibition with detergent present. P00811. 370,000 compounds, 0.041% hits. AmpC hydrolysis of nitrocefin, absorbance 480 nm, 0.01% Triton. AID 485294. Potency, µM (doses to about 114 µM), inactives show top-dose activity change, negative = inhibition, usual class: inhibitors;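 note: potency is the fitted concentration of half-maximal effect; 0% = no-compound wells and -100% = no-enzyme wells; nearly all actives have a fitted effect of over 25% in size; some results filed as inactive show a strong effect at the top dose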
Target sequence (P00811 whole entry, looked up): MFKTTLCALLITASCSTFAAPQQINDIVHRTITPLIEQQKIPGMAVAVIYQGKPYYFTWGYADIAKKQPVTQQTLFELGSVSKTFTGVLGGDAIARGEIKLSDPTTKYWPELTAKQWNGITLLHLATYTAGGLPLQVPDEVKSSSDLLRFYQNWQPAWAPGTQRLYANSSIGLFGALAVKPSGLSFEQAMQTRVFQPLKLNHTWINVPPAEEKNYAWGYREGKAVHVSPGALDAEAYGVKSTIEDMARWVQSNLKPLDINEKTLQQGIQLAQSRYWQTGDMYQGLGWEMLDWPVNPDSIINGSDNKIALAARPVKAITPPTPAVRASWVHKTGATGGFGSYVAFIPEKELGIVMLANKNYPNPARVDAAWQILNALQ
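20 mM phosphate pH 7.0 + 0.01% (detergent screen) or 0.0001% Triton X-100; 5.3 nM AmpC reagent; cpd preinc 15 min RT; nitrocefin (800 uM stock) to start; A480 q20 s × 4 min; Activity was normalised to no-enzyme and no-compound control wells.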
AMA1-RON2 inh = disrupts binding of P. falciparum AMA1 to RON2. AlphaScreen AMA1-biotinylated RON2 peptide binding. Potency, µM (doses to about 58.2 µM), for inactives: at the highest dose activity change, negative = inhibition, most hits filed as inhibitors. 360,000 compounds, 0.2% hits. AID 720542;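 note: potency is the fitted concentration of half-maximal effect; 0% = vehicle wells and -100% = peptide control; nearly all actives have a fitted effect of over 45% in size; some results filed as inactive show a strong effect at the top dose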
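AMA1 (3D7) with his tag at 25 nM final met compounds first, then biotinylated RON2 peptide at 25 nM; detection used donor plus acceptor beads, 10 µg/mL apiece, read by AlphaScreen after 30 min at room temperature.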
FBPA Giardia inh = blocks Giardia fructose-bisphosphate aldolase activity | purified Giardia FBPA | Potency, µM (series often up to 59.6 µM), inactives show at the top dose activity, negative = inhibition, usual class: inhibitors | AID 2451 | A8B2U2 | 290,000 compounds, 0.71% hits; note: potency is the fitted concentration of half-maximal effect; nearly all actives have a fitted effect of over 55% in size
Target sequence (A8B2U2 whole entry, looked up): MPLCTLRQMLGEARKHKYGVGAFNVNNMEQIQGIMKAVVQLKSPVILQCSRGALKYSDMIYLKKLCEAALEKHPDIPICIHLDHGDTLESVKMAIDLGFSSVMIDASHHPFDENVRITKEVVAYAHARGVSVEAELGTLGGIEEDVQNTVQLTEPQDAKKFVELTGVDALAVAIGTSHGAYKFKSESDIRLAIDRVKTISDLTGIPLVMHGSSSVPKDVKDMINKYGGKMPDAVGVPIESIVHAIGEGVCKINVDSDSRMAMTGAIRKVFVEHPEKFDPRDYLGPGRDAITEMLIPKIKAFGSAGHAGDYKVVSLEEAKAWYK
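Giardia FBPA (40 nM reagent) was preincubated 10 min at RT with compound (up to 57.5 uM final), then substrate plus GAPDH/TPI/NAD/arsenate coupling system with diaphorase/resazurin was added; resorufin fluorescence (525/598 nm) was read after 20 min.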
Starred values were filed as active, the others as inactive; ? = inconclusive; . = not tested or not shown; & = joins results of further samples; [ ] = remark or other dose. Unless noted, calls come from the whole dose curve; as a rule, active = well fitted curve in the direction sought with a large enough effect; inconclusive = small, poorly fitted or top-dose-only effect, or another doubt; inactive = no such curve, though single readings can be large; an effect the other way counts as inactive or inconclusive. Unless noted, % is set by controls: 0 for no effect and ±100 for the full control effect.

Second line of a record – Sm TGR block	HCV inhibitor	HCMV inh	AmpC inh detg	AMA1-RON2 inh	FBPA Giardia inh
CCOC(=O)c1cc(-c2ccc(F)cc2)n(CCC(=O)NCCc2ccc(C)cc2)c1C
    -7%	.	0	3%	.	.
Cc1c(C)n(Cc2ccccc2)c2ccc(C(=O)NCCc3ccccc3Cl)cc12
    -1%	.	0	-6%	.	.
C/C(=N\NC(=O)CSc1nc2ccccc2o1)c1cccc(O)c1
    15%	9%	-33	2%	98%[activator]	-6%
Cc1nn(CSc2c(F)c(F)c(F)c(F)c2F)c(C)c1[N+](=O)[O-]
    -11%	?	-14	-4%	-7%	.
CCOC(=O)c1c(NC(=O)Nc2ccccc2)sc(C)c1C
    4%	-22%	3	14%	1%	-11%
CC(=O)NC(=C(Cl)Cl)S(=O)(=O)c1ccccc1
    ?	?	-99*	?	-12%	2%
CN1C(=O)C(=O)/C(=C(/O)c2ccccc2)C1c1ccc(Br)cc1 (centres undefined)
    -1%	14%	45	?	-10%	12%
O=C(O)c1cccc(-n2cccc2/C=N/O)c1
    0%	7%	26	-3%	-11%	-3%
COc1ccc(C(C)=O)cc1COC(=O)c1cc(C)nc2ccccc12
    3.5µM*	?	-18	0%	11%	2%
CC(C)(C)n1cn[nH]c1=S
    1%	2%	-17	8%	-1%	?
CCC(C)(C#CCN1CCCCC1)OC(C)=O (centres undefined)
    7%	0%	-25	-1%	1%	1%
N#Cc1ccccc1S(=O)(=O)N1CCN(C(=O)C2CCC2)CC1
    2%	20%	-21	-13%	1%	.
Cn1c(=O)[nH]c(NCCc2ccc(O)cc2)c([N+](=O)[O-])c1=O
    .	18%	20	.	2%	.
CC(C)C(NC(=O)C1CCCCC1)C(=O)N1CCN(c2ccc(F)cc2)CC1 (centres undefined)
    -27%	1%	-20	1%	-4%	2%
O=C(O)c1cccnc1SCc1cn2cc(Br)ccc2n1
    8%	17%	-6	-11%	13%	-18%
CSCCC(NS(=O)(=O)c1ccc2c(c1)oc(=O)n2C)C(=O)Nc1ccc(F)c(Cl)c1 (centres undefined)
    0%	.	-17	-2%	.	.
Cc1cc(NC(=O)c2cc3ccccc3o2)cc(C)c1OCC(=O)N1CCOCC1
    -3%	?	-11	-5%	-10%	-29%
N#Cc1ccc(NC(=O)CNc2cc(S(=O)(=O)N3CCOCC3)ccc2NCC2CCCO2)cc1 (centres undefined)
    -9%	3%	-31	-6%	-6%	-22%
COc1ccc(OC)c(Cc2cnc3nc(N)nc(N)c3c2C)c1
    .	?	-98*	.	-11%	.
CC(C)NCCCCOc1cccc(Br)c1
    -1%	?	-26	?	5%	-17%
O=C(CS(=O)(=O)c1c[nH]c2ccccc12)N1CCCc2ccccc21
    -7%	11%	32	?	3%	-2%
Cc1cc(C)c(C)c(S(=O)(=O)N2CCC(C(=O)N3CCCCCCC3)CC2)c1C
    -1%	-2%	-2	?	0%	13%
CCCNC(=O)c1oc2ccc3c(c2c1C)C(=O)CC(C)(C)O3
    17%	10µM*	9	-13%	-3%	1%
CC/C(=N\NC(=O)c1nnn(-c2nonc2N)c1-c1cccs1)c1ccccc1
    -23%	-12%	?	-13%	13%	9%
O=C(O)CCC(=O)Nc1cccc(-c2nnc(-c3ccccc3)o2)c1
    25µM*	14%	-25	3%	4%	10%
O=C(Nc1nnc(-c2ccc(Cl)s2)o1)C1CCCCC1
    .	7%	-6	.	136%[activator]	.
CCc1ccc(C(c2ccc(CC)cc2)C(Cl)Cl)cc1
    -8%	7%	6	-2%	111%[activator]	.
O=C(COC(=O)CNS(=O)(=O)c1ccc(Br)cc1Cl)NC1CC1
    -1%	8%[8.37 µM]	-7	?	3%	.
CCCOc1ccc(C(=O)NNC(=S)NC(C)=O)cc1
    2%	?	-94*	-14%	90%[activator]	2%
Cc1nc2ccc(C(=O)Nc3ccccc3Cl)cc2s1
    ?	2%	99	-5%	-15%	1%

Copied from the list.
CC/C(=N\NC(=O)c1nnn(-c2nonc2N)c1-c1cccs1)c1ccccc1 @ AMA1-RON2 inh: 13%
CC(C)(C)n1cn[nH]c1=S @ HCV inhibitor: 2%
N#Cc1ccc(NC(=O)CNc2cc(S(=O)(=O)N3CCOCC3)ccc2NCC2CCCO2)cc1 (centres undefined) @ FBPA Giardia inh: -22%

(next part)
Second line of a record – Sm TGR block	HCV inhibitor	HCMV inh	AmpC inh detg	AMA1-RON2 inh	FBPA Giardia inh
O=C(c1ccc(S(=O)(=O)c2ccccc2)cc1)N1CCCCCC1
    -11%	-1%	-16	?	4%	6%
O=C(Nc1ccc(CSc2ccccc2)cc1)c1ccco1
    -1%	-17%	-84*	-10%	-7%	.
COc1cc(C2C3=C(CC(C)(C)CC3=O)NC3=C2C(=O)c2ccccc23)ccc1O (centres undefined)
    -12%	?	-26	7%	-9%	-8%
CCS(=O)(=O)N1CCC(n2c(C)nc3cccnc32)CC1
    -1%	.	-1	-1%	.	.
Cc1ccc(N=C2NC(=O)/C(=C/c3cccn3C)S2)c(C)c1
    9%	-27%	?	7%	?	2%
CCN(c1ccccc1)S(=O)(=O)c1ccc2c(c1)CCCN2C(C)=O
    -2%	5%	?	-14%	2%	4%
CCN1CCS/C1=C/C=C/C1=[N+](CC)CCS1
    6%	.	.	-1%	-9%[11.6 µM]	6%
Cn1cc(C(=O)N2CCN(c3cccc(Cl)c3)CC2)c(=O)c2cc(S(=O)(=O)N3CCOCC3)ccc21
    -13%	0%	?	-14%	-3%	11%
Cc1nc2ccccc2n2c(-c3ccccc3)c3c(=O)n(C)c(=O)n(C)c3c12
    1%&-25%	?	7&118	7%&-6%	8%	6%
COc1cc(C(=O)NC(C)c2ccc(S(N)(=O)=O)cc2)ccc1OCC(=O)N1CCOCC1 (centres undefined)
    6%	.	5	?	0%	.
C=C(c1ccc2nc(NC(=O)OC)[nH]c2c1)c1cccs1
    .	?	-88*	.	19%	.
Cn1ccc(C(=O)Nc2sc3c(c2C(N)=O)CCCCC3)n1
    -10%	5%	101	-1%	27%	.
CCC1Oc2ccccc2N(CC(=O)Nc2ccc(OC)cc2OC)C1=O (centres undefined)
    1%	?	-14	2%	16%	-6%
CN(C)C(CNC(=O)CCNC(=O)c1ccc(Cl)cc1)c1ccco1 (centres undefined)
    1%	15%	-12	?	5%	.
COC(=O)C1(CCSC)NC(c2ccc(O)cc2)C2C(=O)N(c3ccc4c(c3)OCCO4)C(=O)C21 (centres undefined)
    -33%	10%	38	?	96%[activator]	4%
N#Cc1ccc(C#Cc2ccc3oc4ccccc4c(=O)c3c2)cc1
    .	7%	-15	.	14%	.
O=[N+]([O-])c1ccc(C2=Nn3c(Cn4nnc5ccccc54)nnc3SC2)cc1
    -30%	?	9	-7%	10%	-17%
Cc1ccc(-n2c(C)cc(=O)cc2C)cc1[N+](=O)[O-]
    0%	-3%	-18	-10%	-4%	6%
CCOc1ccc(CN2CCN(C(=O)Cc3ccccc3)CC2)cc1
    -29%	?	-26	?	?	?
CC1O[C@@H](O[C@H](C)CC/C=C/C(=O)O)C(O)C[C@H]1O (some centres undefined)
    1%	39%[activator]	-10	?	-6%	.
COc1ccc(CN2CCN(C(=O)CC(C)C)CC2)cc1OC
    9%	4%	-13	7%	-2%	?
Nc1nnc(SCC(=O)OCC(=O)Nc2ccc(Br)cc2)s1
    6%	3%	6	-1%	-23%	-4%
Cc1ccc(S(=O)(=O)N2CCC(C(=O)NC3CCCCC3C)CC2)cc1 (centres undefined)
    -4%	-10%	-2	-5%	7%	-2%
O=C1CC2C(=O)NCCN2C(=NC(=O)c2ccc(Cl)cc2)N1 (centres undefined)
    37%[activator]	29%	-16	7%	8%	-6%
COc1ccc(Cl)cc1NC(=O)C(=O)NCc1ccc(Cl)cc1
    6%	.	-9	5%	.	.
O=C(CC1CCCCC1)N=C1SC2CS(=O)(=O)CC2N1c1ccccc1 (centres undefined)
    -11%	-3%	?	2%	-7%	.
CSc1ncc(Cl)c(C(=O)O)n1 (tested in a mixture with another compound)
    -10%	18%	-11	-10%	-3%	26%
Cc1ccc(S(=O)(=O)N2CCCC2C(=O)NC2CCCCC2)cc1 (centres undefined)
    -1%	-29%	-6	-22%	-7%	5%
CN(C)CCCN(Cc1ccc2c(c1)OCO2)C(=O)NC1CCCCC1
    -1%	-9%	-18	-2%	-11%	0%
Oc1ccc(-c2[nH]ncc2-c2ccc(Br)cc2)c(O)c1
    -25%	-15%	-22	?	89%[activator]	9%
CCN1CCCC(NC(=O)c2cc([N+](=O)[O-])ccc2OC)C1 (centres undefined)
    -1%	1%	-31	0%	4%	-3%
O=S(=O)(Nc1ccccc1Cl)c1ccc(NS(=O)(=O)c2cccs2)cc1
    -10%	13%	-16	-8%	3%	10%
CCOC(=O)CSc1nc(-c2ccc(OCC)cc2)cc(C(F)(F)F)c1C#N
    -2%	.	-2	21%	.	.
Cc1ccc(CNC(=O)c2sc3ncnc(N(C)C4CCCCC4)c3c2C)cc1
    4%	.	-33	-2%	.	.
CCC(C)Sc1ccc([C@H]2N[C@@](Cc3ccccc3)(C(=O)OC)[C@H]3C(=O)N(CC)C(=O)[C@@H]23)cc1 (some centres undefined)
    1%	?	25	-7%	-5%	.
COc1cc(NC(=O)Cn2c(C)cc(C)c(C#N)c2=O)cc(OC)c1
    2%	.	8	-8%	.	.
Cc1cccc(N2C(=O)NC(=O)/C(=C/c3ccc(N4CCOCC4)cc3)C2=O)c1
    ?	10%	12	?	-12%	1%
O=C(NCCCN1CCOCC1)c1cc(-c2ccccc2)nc2ccccc12
    6%	3%	-24	-15%	-5%	.
COc1cccc(CN(C)C(=O)c2ccc(COc3ccc(Cl)cc3)cc2)c1OC
    19%	?	30	4%	3%	1%
O=C(COC(=O)CC1CCCC1)Nc1ccccc1[N+](=O)[O-]
    2%	4%	50	6%	-11%	.
CC(C)CCNC(=O)CN(C(=O)CCC(=O)Nc1nccs1)C1CCCCC1
    -16%	3%	-17	-8%	13%	-11%
COc1ccc(C(CNC(=O)c2ccc(Br)o2)N2CCN(C)CC2)cc1 (centres undefined)
    1%	-29%	-16	-7%	-20%	.
CCOc1ccccc1OCC(=O)NNC(=S)NC1CCCCC1
    13%	?	10	0%	89%[activator]	6%
NC(=O)c1cc(S(=O)(=O)NCCCc2ccccc2)cs1
    4%	?	?	-9%	-4%	9%

One compound at a time, as listed above. Order of screens: Sm TGR block	HCV inhibitor	HCMV inh	AmpC inh detg	AMA1-RON2 inh	FBPA Giardia inh
`COc1ccc(C(CNC(=O)c2ccc(Br)o2)N2CCN(C)CC2)cc1` (centres undefined) is listed as 1%	-29%	-16	-7%	-20%	.
`O=S(=O)(Nc1ccccc1Cl)c1ccc(NS(=O)(=O)c2cccs2)cc1` is listed as -10%	13%	-16	-8%	3%	10%
`Cc1ccc(CNC(=O)c2sc3ncnc(N(C)C4CCCCC4)c3c2C)cc1` is listed as 4%	.	-33	-2%	.	.
`COc1cccc(CN(C)C(=O)c2ccc(COc3ccc(Cl)cc3)cc2)c1OC` is listed as 19%	?	30	4%	3%	1%
`COc1cc(NC(=O)Cn2c(C)cc(C)c(C#N)c2=O)cc(OC)c1` is listed as 2%	.	8	-8%	.	.
